KDM5B inh: Primary screen for KDM5B Histone Demethylases FDH-coupled qHTS; Lysine-specific demethylase 5B (Homo sapiens), Q9UGL1; KDM5B demethylase, FDH-coupled NADH fluorescence (FDH is formaldehyde dehydrogenase); Potency, µM (doses to about 57.7 µM), without a hit: at the highest dose activity change, negative = inhibition, actives largely listed as inhibitors; actives 2.6% (n = 220,000); active = well fitted inhibition curve with a large enough effect; inconclusive = small, poorly fitted or top-dose-only effect; inactive = no such curve, though single readings can be large or run the other way; also: 0% is about no effect; nearly all actives have a fitted effect of over 70% in size
Target sequence (Q9UGL1 whole entry, looked up): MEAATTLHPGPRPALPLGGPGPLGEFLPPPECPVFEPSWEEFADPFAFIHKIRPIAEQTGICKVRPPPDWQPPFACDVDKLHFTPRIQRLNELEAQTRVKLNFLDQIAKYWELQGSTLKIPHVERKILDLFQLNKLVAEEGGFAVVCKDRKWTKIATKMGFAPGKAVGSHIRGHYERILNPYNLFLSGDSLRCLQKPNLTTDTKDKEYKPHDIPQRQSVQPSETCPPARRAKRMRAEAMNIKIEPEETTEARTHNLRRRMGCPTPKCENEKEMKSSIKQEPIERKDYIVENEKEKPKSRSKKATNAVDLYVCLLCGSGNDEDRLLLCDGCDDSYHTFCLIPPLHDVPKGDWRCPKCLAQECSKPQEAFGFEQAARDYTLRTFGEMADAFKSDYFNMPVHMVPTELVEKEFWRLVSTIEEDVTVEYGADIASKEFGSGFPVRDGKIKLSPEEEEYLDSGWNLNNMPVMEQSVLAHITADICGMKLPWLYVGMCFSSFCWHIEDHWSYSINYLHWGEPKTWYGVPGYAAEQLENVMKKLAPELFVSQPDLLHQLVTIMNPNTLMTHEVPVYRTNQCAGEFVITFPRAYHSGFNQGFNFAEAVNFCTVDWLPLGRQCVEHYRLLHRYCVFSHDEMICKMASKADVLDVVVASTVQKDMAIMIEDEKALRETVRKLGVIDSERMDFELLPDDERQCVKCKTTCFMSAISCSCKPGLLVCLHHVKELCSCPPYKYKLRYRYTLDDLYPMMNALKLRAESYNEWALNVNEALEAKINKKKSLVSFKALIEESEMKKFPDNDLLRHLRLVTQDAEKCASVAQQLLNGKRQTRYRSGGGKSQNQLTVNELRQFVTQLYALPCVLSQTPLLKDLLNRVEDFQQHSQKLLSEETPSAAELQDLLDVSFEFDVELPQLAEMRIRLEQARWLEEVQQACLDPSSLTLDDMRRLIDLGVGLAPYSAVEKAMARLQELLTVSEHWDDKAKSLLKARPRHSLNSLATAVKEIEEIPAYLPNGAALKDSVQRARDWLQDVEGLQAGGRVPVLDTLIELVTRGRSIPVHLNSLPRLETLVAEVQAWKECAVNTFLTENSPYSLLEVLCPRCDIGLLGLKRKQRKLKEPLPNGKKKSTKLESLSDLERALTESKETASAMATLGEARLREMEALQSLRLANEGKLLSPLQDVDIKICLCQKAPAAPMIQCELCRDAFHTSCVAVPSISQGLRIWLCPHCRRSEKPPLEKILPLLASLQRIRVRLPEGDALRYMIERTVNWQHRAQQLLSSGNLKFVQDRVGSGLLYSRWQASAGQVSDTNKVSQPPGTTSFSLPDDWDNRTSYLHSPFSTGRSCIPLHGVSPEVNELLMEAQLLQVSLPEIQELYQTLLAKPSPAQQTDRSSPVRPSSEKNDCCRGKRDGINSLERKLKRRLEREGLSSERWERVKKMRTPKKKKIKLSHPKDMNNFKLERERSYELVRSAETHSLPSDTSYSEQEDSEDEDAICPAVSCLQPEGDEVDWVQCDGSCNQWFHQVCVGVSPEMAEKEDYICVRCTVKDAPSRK
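KDM5BΔAP (200 nM final) in 50 mM HEPES pH 7.5, 0.01% Tween-20 was preincubated 10 min at RT with compound over a concentration range. Substrate mix (H3K4me3 12.5 µM, α-KG 25 µM, Fe²⁺, ascorbate, NAD⁺, FDH) was added, and NADH fluorescence change over 30 min gave dose-response curves.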
Numbers without * were called inactive; u = inconclusive; & = joins results of further samples; [ ] = remark or other dose. Potency is read from the fitted curve at half-maximal effect.

| KDM5B inh | mol |
| --- | --- |
| 11.0% | CC(C(=O)N1CCNC1=O)N(C)Cc1ccccc1Cl (stereo not drawn) |
| -1.8%[86.2 µM] | CC1=C[C@@H](CN)[C@H](C(C)C)C[C@H]1Cc1nc2ccc(C)cc2[nH]1 |
| -29.4% | Cc1c(CCNC(=O)c2ccc(Br)o2)sc2nc(-c3ccc(Cl)cc3)nn12 |
| 33.1% | COCCNC(=O)C1CCN(C(=O)c2ncn3c2COC(c2ccc(F)cc2)C3)CC1 (stereo not drawn) |
| 18.4% | COc1cc(OC)cc(C(=O)NC2CCc3ccccc32)c1 (stereo not drawn) |
| 34.3% | O=C(Nc1nc(-c2ccccc2)ns1)c1ccncc1 |
| 2.6% | Cc1ccc(NS(=O)(=O)c2cc(C(=O)O)cc3c2CCC3)c(F)c1 |
| 28.2µM* | Nc1cccc(C(=O)NCC2CCN(Cc3cc(F)cc(F)c3)C2)c1 (stereo not drawn) |

(list continues)
| KDM5B inh | mol |
| --- | --- |
| u | CC(C)N1C(=O)[C@@H]2[C@@H](CCN2C(=O)CSCC(=O)O)N(Cc2cccc(F)c2)C1=O |
| 5.8%[11.5 µM] | COc1ccccc1NC(=O)CN(c1cc(C)cc(C)c1)S(=O)(=O)c1c(C)[nH]c(=O)[nH]c1=O |
| 7.3% | COc1ccccc1Oc1ncccc1CNC(=O)c1ccccc1SC |
| -6.1% | COCCCNC(=S)N/N=C/c1ccc2c(c1)OCO2 |
| -8.1% | CC(C)C(=O)NC(NCc1ccccc1)C(Cl)(Cl)Cl (stereo not drawn) |
| 6.2%[115 µM] | O=C1NCc2ccccc2CC12CCN(Cc1c(F)cccc1F)C2 (stereo not drawn) |
| 11.5% | COc1cc(C(=O)N2C[C@@H](C)[C@@](C)(O)C2)ccn1 |
| 5.1% | COc1ccc(NC(=O)CSc2nc(CCSC)c(C)[nH]2)cc1 |

(further entries)
| KDM5B inh | mol |
| --- | --- |
| 0.5% | COc1ccc(C)nc1-c1cccc(OC)c1C(=O)N(C(C)C)C(C)C |
| 14.3% | COc1ccc(CN2C[C@]3(C=C4CCCCC4n4c(=O)n(-c5ccccc5)c(=O)n43)N(C(=O)OCc3ccccc3)C2=NC(=O)c2ccccc2)c(OC)c1 (stereo partly drawn) |
| -20.5% | Cc1ncsc1CCC(=O)N1CC[C@@H]2[C@@H](CCC(=O)N2CCN)C1 |
| 10.8% | NS(=O)(=O)c1ccc(CCNC(=O)C2COc3ccccc3C2)cc1 (stereo not drawn) |
| -9.8% | CCC(C)NC(=O)C1COC2(CCCCC2)N1C(=O)c1cccc(F)c1 (stereo not drawn) |
| 13.1% | COCCC1(NC(=O)C2CCC2)CCN(CC2CC2)CC1 |
| -4.6% | CCCc1c(C)nc(Nc2nc(C)c3cc(C)ccc3n2)[nH]c1=O |
| 31.6µM* | Cc1cc(C(=O)N[C@H]2[C@H](O)[C@H](O)C[C@@H]2c2ccc(N3CCOCC3)nc2)nn1C |

Structures above marked active in KDM5B inh.
| KDM5B inh | mol |
| --- | --- |
| 28.2µM* | Nc1cccc(C(=O)NCC2CCN(Cc3cc(F)cc(F)c3)C2)c1 (stereo not drawn) |
| 31.6µM* | Cc1cc(C(=O)N[C@H]2[C@H](O)[C@H](O)C[C@@H]2c2ccc(N3CCOCC3)nc2)nn1C |

The list goes on.
| KDM5B inh | mol |
| --- | --- |
| 3.8% | COc1ccc(NC(=O)COc2ccc(S(=O)(=O)NC3CCCCC3)cc2)c(OC)c1 |
| 14.9%&-17.1% | COc1cccc(C2CC(=O)Nc3cc(OC)c(OC)c(OC)c32)c1OC(C)C (stereo not drawn) |
| -2.4% | CC(=O)N1CCCc2cc(S(=O)(=O)Nc3ccc(C)c(F)c3)ccc21 |
| 10.7% | O=c1c(Oc2ccccc2)coc2cc(OCc3ccccc3)ccc12 |
| 33.9%[activator] | C/C(=N/O)c1ccc(-n2nncc2C23CC4CC(CC(C4)C2)C3)cc1 |
| 8.6% | O=C(NC1CC1)c1cccc(NS(=O)(=O)c2ccc(Cl)cc2C(F)(F)F)c1 |
| 2.1% | COc1ccc(CCNC(=O)CCCN2C(=O)COc3ccc(C(C)=O)cc32)cc1OC |
| -1.7% | COc1cccc(C(=O)NC2CC(=O)N(c3ccc4c(c3)OCCO4)C2)c1OC (stereo not drawn) |

Next part:
| KDM5B inh | mol |
| --- | --- |
| 20µM* | c1ccc(-c2noc(-c3ccccc3OC3CCNC3)n2)cc1 (stereo not drawn) |
| -11.9% | Cc1ccc(CCNC(=O)CS(=O)(=O)Cc2nc(-c3ccc(C)cc3)oc2C)cc1 |
| 2.0% | COc1ccc(S(=O)(=O)N(Cc2nc(-c3ccccc3)no2)C2CCCCC2)cc1 |
| 9.7% | Cc1ccc(-c2nc(CS(=O)CC(=O)NCCc3ccccc3)c(C)o2)cc1 (stereo not drawn) |
| 28.2µM* | CC(C)c1noc(-c2cccn3c(CNC(=O)c4c(F)cccc4F)nnc23)n1 |
| -0.9% | O=C(c1ccc2nc[nH]c2c1)N1CCCN(c2cc(-c3ccc(Cl)cc3)[nH]n2)CC1 |
| -15.0% | O=C(CCn1c(=O)oc2cc(S(=O)(=O)N3CCCC3)ccc21)Nc1ccc(OC(F)(F)F)cc1 |
| -4.4% | O=C(CSc1ncnc2ccccc12)Nc1cccc(F)c1 |

The list goes on:
| KDM5B inh | mol |
| --- | --- |
| 13.9% | CNC(=O)c1nn(CN2CCN(Cc3ccc(OC)cc3)CC2)c(=O)c2ccccc12 |
| 13.4% | Cc1cc(C)cc(NCc2nnc3n2CCCCC3)c1 |
| 3.7% | Cc1cc(NC(=O)CSc2ncc(C(=O)Nc3ccc(F)cc3)c(=O)n2C)no1 |
| -10.5% | Cc1ccc(C)c(N2CCN(C(=O)Cn3cnc4onc(-c5ccc(F)cc5)c4c3=O)CC2)c1 |
| -0.8% | Cc1cc(C)c(NC(=O)CN(C)c2nc(CN3CCOCC3)nc3sc(C)c(C)c23)c(C)c1 |
| -10.4% | OCC1(CCc2ccccc2)CCCNC1 (stereo not drawn) |
| 15.2% | c1ccc(-c2noc(-c3cncnc3NC3CCCCC3)n2)cc1 |
| u | Cc1cc(C(=O)N/N=C/c2ccncc2)c2ccccc2n1 |

Two entries picked at random from the list so far, as already listed:
| KDM5B inh | mol |
| --- | --- |
| -10.4% | OCC1(CCc2ccccc2)CCCNC1 (stereo not drawn) |
| 3.7% | Cc1cc(NC(=O)CSc2ncc(C(=O)Nc3ccc(F)cc3)c(=O)n2C)no1 |

The list continues.
| KDM5B inh | mol |
| --- | --- |
| 14.4% | COc1cccc(-c2noc(-c3cc4cc(Br)ccc4oc3=O)n2)c1OC |
| -7.1% | O=C(c1ccccc1)N1C(=O)C(c2ccccc2)Oc2ccccc21 (stereo not drawn) |
| u | COc1ccc2oc(=O)c(C(=O)OCc3ccccc3)cc2c1 |
| 40.8%[activator][86.2 µM] | CC(C)(C)CC(=O)N1CC[C@H]2CC(=O)N(Cc3cccnc3)CC[C@H]2C1 |
| -12.0% | CCOC(=O)c1c(-c2ccc(C)cc2)csc1NC(=O)c1cc(=O)c2cc(C)c(C)cc2o1 |
| 27.6%[86.2 µM] | COc1ccc(C(=O)N2CC[C@H]3COC(=O)N3c3ccccc3C2)cc1 |
| u | Cn1nc(-c2cccs2)cc1-c1nc(C2CCOC2)no1 (stereo not drawn) |
| u | Cc1ccc2c(c1)c1c(c(=O)n(-c3ccccc3)c(=O)n1CC(=O)NCCC1=CCCCC1)n2C |

Some of these compounds in order of molecular weight, low to high:
| KDM5B inh | mol |
| --- | --- |
| u | COc1ccc2oc(=O)c(C(=O)OCc3ccccc3)cc2c1 |
| -7.1% | O=C(c1ccccc1)N1C(=O)C(c2ccccc2)Oc2ccccc21 (stereo not drawn) |
| 27.6%[86.2 µM] | COc1ccc(C(=O)N2CC[C@H]3COC(=O)N3c3ccccc3C2)cc1 |
| 40.8%[activator][86.2 µM] | CC(C)(C)CC(=O)N1CC[C@H]2CC(=O)N(Cc3cccnc3)CC[C@H]2C1 |

Next structures follow.
| KDM5B inh | mol |
| --- | --- |
| u | COc1ccc(OC)c(CNS(=O)(=O)c2ccc(-c3cc(C(F)(F)F)on3)s2)c1 |
| -28.9% | O=S(=O)(/C=C/c1ccccc1)NCc1nc2ccccc2s1 |
| u | Cc1ccc(N/N=C/c2ccc(C#N)cc2)cc1 |
| -4.5% | CCn1cc(-c2ccc(C)cc2)cc1C(=O)N1CCC(C)CC1 |
| -10.8%[86.2 µM] | COC(=O)CNC(=O)C1CN(Cc2ccccc2)C(=O)N1 (stereo not drawn) |
| 24.1% | O=C(NCc1ccnc(OCC(F)(F)F)c1)c1ccc(Cl)o1 |
| -9.0% | C=CCNC(=O)CCc1c(C)nn(-c2ccccc2C)c1Oc1cccc(F)c1 |
| -2.2% | Cc1onc(C(=O)N2CCC(C)(c3noc(-c4ccncc4)n3)CC2)c1Cn1cc(Cl)cn1 |

(more compounds)
| KDM5B inh | mol |
| --- | --- |
| 20.1%[115 µM] | COCc1cc(C[C@@H]2C[C@H](NCC3CC3)C2(C)C)no1 |
| -18.0% | Cc1ccccc1C(=O)N(C)CC1CCOCC1 |
| u | COCCCNC(=O)c1cnc2sc(N3CCCCCC3)nn2c1=O |
| -1.5% | Cn1c(=O)c2ccccc2n(CC(=O)N2CCCc3ccccc32)c1=O |
| -13.5% | COC(=O)c1cccc(NC(=S)N[C@H]2CO[C@H]3[C@@H]2OC[C@@H]3n2nnnc2-c2ccc3c(c2)OCO3)c1 |
| u | CC(=O)Oc1cccc(C(=O)Nc2ccc3c(c2)C(=O)N(CC2CCCO2)C3=O)c1 (stereo not drawn) |
| -14.7% | CCOc1cc2ccccc2cc1C(=O)Nc1ccc2oc(C)nc2c1 |
| -12.8% | O=C(CN1CCCC1C(=O)Nc1ccc(Cl)cc1Cl)Nc1ccc(F)cc1F (stereo not drawn) |

Overlap with the part before: three entries; new compounds follow.
| KDM5B inh | mol |
| --- | --- |
| u | CC(=O)Oc1cccc(C(=O)Nc2ccc3c(c2)C(=O)N(CC2CCCO2)C3=O)c1 (stereo not drawn) |
| -14.7% | CCOc1cc2ccccc2cc1C(=O)Nc1ccc2oc(C)nc2c1 |
| -12.8% | O=C(CN1CCCC1C(=O)Nc1ccc(Cl)cc1Cl)Nc1ccc(F)cc1F (stereo not drawn) |
| -2.1% | O=C(CSc1ccccn1)N1CCN(c2ncc(C(F)(F)F)cc2Cl)CC1 |
| 16.0% | CCCCn1c(-n2nc(C)c(C)c2C)nc2c1c(=O)n(CC(N)=O)c(=O)n2C |
| 20.2% | O=C(Nc1ccc([C@@H](O)[C@H]2COCC(=O)N2Cc2ccccc2F)cc1)c1cccs1 |
| 4.2% | CC(NC(=O)Cc1cccs1)C12CC3CC(CC(C3)C1)C2 (stereo not drawn) |
| u | CCOc1ccc(-c2nn(-c3ccccc3)cc2C2NC(=O)NC(C)=C2C(=O)OC(C)C)cc1 (stereo not drawn) |
| -8.1%[86.2 µM] | COc1ccc(CN2C[C@H]3CN(Cc4cccnc4)CCN3C2=O)cc1 |
| 1.9% | COc1ccc(C(=O)Nc2ccc3oc(=O)ccc3c2)cc1OC |
| -13.7% | O=C(NCC(c1ccco1)N1CCCC1)c1cc(S(=O)(=O)N2CCCCC2)ccc1Cl (stereo not drawn) |

Other entries follow:
| KDM5B inh | mol |
| --- | --- |
| 32.8% | CCOC(=O)C(C)Oc1ccc(NC(=O)C(Cl)(Cl)Cl)cc1 (stereo not drawn) |
| -13.1% | COc1cccc(-c2nnc3n(Cc4ccccc4Cl)c(=O)c4ccccc4n23)c1O |
| -11.9% | Cc1ccc(Cn2c(=O)c3ccccc3n3c(-c4ccccc4)nnc23)cc1 |
| -8.6% | CCN1CCC(N(Cc2ccc(F)cc2)C(=O)Nc2cccc(C(F)(F)F)c2)CC1 |
| 30.7% | CC(=O)OC1CC2(C)/C(=N\O)CCC2C2CCc3cc(O)ccc3C12 (stereo not drawn) |
| -6.5% | CN(C)C[C@@H]1CN(c2ncccn2)C[C@H]1N |
| 14.1µM* | CN(C)c1ccc(C(=O)NC2CCN(c3cc(-c4ccccc4)[nH]n3)C2)cc1 (stereo not drawn) |
| -14.0% | CCc1cc(=O)n(CC(=O)Nc2ccccc2OC)c(-c2ccccc2)n1 |

Further entries follow:
| KDM5B inh | mol |
| --- | --- |
| 7.6% | CC1CCCCC1NC(=O)c1ccc2c(c1)CCC2 (stereo not drawn) |
| u | COc1cccc(CN2CCNc3cc(-c4ccccc4)ncc3C2)c1 |
| 20.8% | C/C(=N/NC(=O)c1ccccc1[N+](=O)[O-])c1cccc(NC(=O)C2CCCCC2)c1 |
| 10.9% | Cc1cccc(C(=O)N2CCN(c3ccc([N+](=O)[O-])c(-n4nc(C)c5ccccc5c4=O)c3)CC2)c1 |
| -13.9% | O=C(Nc1ccc(Oc2ccccc2)cc1)c1ccoc1 |
| -8.5% | O=C1CC[C@]2(C(=O)N3CCCCC3)CCCC[C@H]2N1CCc1ccccc1 |
| 15.2% | O=C(NCC1(O)CCCCC1)C1CCN(c2nc(-c3ccccc3)nc3c2CCC3)CC1 |
| -3.8% | O=C(O)c1ccc(NC2=Nc3cccc4cccc2c34)cc1 |

More results.
| KDM5B inh | mol |
| --- | --- |
| 7.1% | CNC(=O)Cn1nc(C2CCN(C(=O)c3cccs3)CC2)c2c1CCOC2 |
| 2.0% | Cc1cc(CSc2nnc(-c3ccc(Cl)cc3)n2Cc2ccco2)no1 |
| -7.7% | CCc1ccc(NC(=O)Cn2c(N3CCC(C)CC3)nc(C)cc2=O)cc1 |
| 3.2% | COCCn1c(Cc2ccc(OC)c(OC)c2)n[nH]c1=S |

Source: PubChem BioAssay (National Center for Advancing Translational Sciences (NCATS))

Only part of the results is shown; rates above refer to the full screens.
